CHT block: inhibits the human high affinity choline transporter; CHT-expressing cells, membrane potential dye, choline response; active compounds read low; B-score at 10 µM; 0.86% of 310,000 active;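 active = B-score over 3 SD under the library average, and starting fluorescence ratio not unusually high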;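 also: choline stimulus applied at its EC90 after an EC20 pre-addition; B-score computed on integrated fluorescence ratio after choline addition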
Target sequence (Q9GZV3 whole entry, looked up): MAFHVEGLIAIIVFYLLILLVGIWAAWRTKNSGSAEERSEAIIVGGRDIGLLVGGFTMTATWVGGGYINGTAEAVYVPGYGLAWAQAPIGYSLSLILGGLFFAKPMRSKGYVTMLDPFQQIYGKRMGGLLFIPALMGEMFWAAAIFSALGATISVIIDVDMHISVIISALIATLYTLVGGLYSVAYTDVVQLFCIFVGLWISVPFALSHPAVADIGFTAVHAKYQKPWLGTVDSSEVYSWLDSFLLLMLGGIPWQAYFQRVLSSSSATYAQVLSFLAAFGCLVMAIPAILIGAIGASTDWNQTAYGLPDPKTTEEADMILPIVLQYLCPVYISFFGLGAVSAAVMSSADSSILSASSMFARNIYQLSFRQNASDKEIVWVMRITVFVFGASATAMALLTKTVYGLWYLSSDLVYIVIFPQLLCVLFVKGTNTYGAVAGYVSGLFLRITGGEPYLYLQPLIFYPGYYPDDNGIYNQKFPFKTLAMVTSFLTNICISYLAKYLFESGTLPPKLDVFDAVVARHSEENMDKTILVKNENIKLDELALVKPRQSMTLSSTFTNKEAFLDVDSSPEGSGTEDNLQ
KCNQ2 inh: KCNQ2 potassium channel inhibitors, primary screen, cell-based, CHO-K1, FluxOR thallium flux, B-score (AID 2156); O88943; 20 min; active compounds read low; B-score at 10 µM; 1.1% of 310,000 active;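 active = fluorescence ratio B-score at most minus 3 library SDs, with starting brightness B-score within 2 library SDs, cut at about -5.5 in these data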
Kir21 inh: inhibitors of mouse Kir2.1 inward-rectifier potassium channel. P35561. HEK293-Kir2.1, FluxOR thallium flux fluorescence; active compounds read low. B-score at 10 µM. 0.85% of 310,000 active;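 active = fluorescence ratio B-score at or below minus 3 SD of library scores, with starting-brightness B-score within 2 SD, cut at about -4.2 in these data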;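 also: channel flux triggered by added potassium and thallium sulfate stimulus; B-score of peak minus minimum fluorescence over baseline after thallium stimulus; more negative B-score means stronger Kir2.1 block with less thallium influx; some compounds called inactive have numbers as strong as hits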
Target sequence (P35561 whole entry, looked up): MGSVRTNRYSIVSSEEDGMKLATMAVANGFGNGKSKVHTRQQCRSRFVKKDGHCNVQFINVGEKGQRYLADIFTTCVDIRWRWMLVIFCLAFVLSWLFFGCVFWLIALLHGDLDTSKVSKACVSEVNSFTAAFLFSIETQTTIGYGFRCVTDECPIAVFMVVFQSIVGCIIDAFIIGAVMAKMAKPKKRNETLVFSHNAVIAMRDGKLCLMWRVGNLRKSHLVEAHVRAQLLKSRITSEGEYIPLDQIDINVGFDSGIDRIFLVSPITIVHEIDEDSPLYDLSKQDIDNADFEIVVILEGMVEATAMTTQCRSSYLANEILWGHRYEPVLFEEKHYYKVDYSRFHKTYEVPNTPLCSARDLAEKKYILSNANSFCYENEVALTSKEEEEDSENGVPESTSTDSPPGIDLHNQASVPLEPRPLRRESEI
* = called active by the depositor; i = inactive.

CHT block	KCNQ2 inh	Kir21 inh	Structure
i	i	0.17	COc1ccccc1/C=C/c1nc(S(=O)(=O)c2ccccc2)c(N2CCC(C(N)=O)CC2)o1
i	i	-0.38	CC(Sc1nc2ccccc2c(=O)n1C)C(=O)NC1CCCCC1C (stereo not given)
i	i	0.93	COc1ccc(C(=O)COC(=O)CN2C(=O)C3C4CCC(C4)C3C2=O)cc1 (stereo not given)
i	i	-0.46	CC(C)COC(=O)N1CCCC1C(=O)Nc1nccs1 (stereo not given)
i	i	-0.2	CC1=CC(C)(C)N2C(=O)C3(C(C#N)=C(N)OC4=C3C(=O)CC(C)(C)C4)c3cc(C)cc1c32 (stereo not given)
i	i	-0.39	Cc1ccc(NC(=S)Nc2ccc(Br)cc2)cc1
i	i	0.07	S=c1[nH]nc(-c2cc(-c3ccsc3)n[nH]2)n1-c1cccc2ccccc12
i	i	1.03	CSc1cccc(NC(=S)N(CCC(C)C)C2CCN(C(C)=O)CC2)c1
i	i	2.34	CSCC[C@H](NC(=O)[C@H]1CC[C@H](CNC(=O)[C@@H]2CCCN2)CC1)C(=O)O
i	i	-0.77	CC1(c2cccc3ccccc23)NC(=O)N(CC(=O)NC2CCS(=O)(=O)C2)C1=O (stereo not given)
i	i	0.45	CCn1cc(C(=O)NC2CCCCCC2)c(=O)c2ccc(C)nc21
i	i	-0.46	CCOC(=O)N1CCN(C(=O)c2ccc3c(c2)NC(=O)/C(=C\c2cccc(C)c2)S3)CC1
i	i	-1.01	CC(=O)OC(C(=O)NC1CCCCC1)c1ccc(Cl)cc1 (stereo not given)
i	i	0.16	CNc1c(NS(=O)(=O)c2ccc(Cl)cc2)c(=O)oc2ccccc12
i	i	-0.86	O=C(NNC(=O)c1ccc(O)c(Cl)c1)c1cccc(S(=O)(=O)N2CCOCC2)c1
i	i	-0.15	CC1CC(C)CN(CCCNC(=O)CN2C(=O)c3cccnc3Oc3ccccc32)C1 (stereo not given)
i	i	0.13	Cc1ccc(C)c(NC(=O)Nn2cnnc2)c1
i	i	-0.09	O=C(Nc1ccccc1)C1C2/C=C\CCCCC21 (stereo not given)
i	i	-0.5	COc1ccc(/C=N/NC(=O)c2cc(-c3cccc(C)c3)nc3ccccc23)cc1O
i	i	-0.72	Cc1noc(C)c1S(=O)(=O)N1CCCC(C(=O)N2CCC(C)CC2)C1 (stereo not given)
i	i	1.26	CN(Cc1ccccc1)C(=O)CCn1c(=O)oc2ccccc21
i	i	-0.07	Cc1sc(NC(=O)C2CC=CCC2C(=O)O)c(C(=O)OC(C)C)c1C (stereo not given)
i	i	-0.01	O=C(N/N=C/c1ccc(Cl)cc1)c1n[nH]c2c1CCCC2
i	i	-1.1	Clc1cccc(OCCOCCN2CCNCC2)c1Cl
i	i	-0.13	CCN(CC(=O)Nc1c(F)cccc1F)C(=O)c1cccnc1SC
i	i	0.94	CSc1ccccc1C(=O)Nc1ccccc1C
i	i	-0.51	Cc1cc(N2CCCC2=O)cc(C)c1S(N)(=O)=O
i	i	-0.56	O=C(NCc1cccs1)C1CCCN1C(=O)Nc1cccc(Cl)c1 (stereo not given)
i	i	0.6	O=C1C(=O)N(CCN2CCOCC2)C(c2ccccn2)/C1=C(/O)c1ccc(F)cc1 (stereo not given)
i	i	0.47	Cc1ccc(NC(=O)CN(C)C(=O)c2ccc(-n3cncn3)c([N+](=O)[O-])c2)cc1
i	i	1.05	CCC(C)NS(=O)(=O)c1ccc(NC(=O)C2CCN(C(=O)c3ccco3)CC2)cc1 (stereo not given)
i	i	1.71	CCn1c(SCc2nc3ccccc3[nH]2)nnc1-c1ccccc1OC
i	i	-0.61	CCSc1cnn(-c2ccccc2)c(=O)c1SCC
i	i	0.22	CC(=O)Nc1cc[n+](CC(=O)c2ccc(Cl)cc2)cc1
i	i	-0.52	CCOc1ccc(/C=C/C(=O)c2ccc(-c3ccccc3)cc2)cc1
i	i	-0.05	Cc1ccc(NC(=O)C2(S(=O)(=O)c3ccc(C)cc3)CC2)cc1
i	i	-0.02	CC(NC(=O)c1ccc(S(C)(=O)=O)cc1)c1cccc2ccccc12 (stereo not given)
i	i	0.95	CCOC(=O)c1c(NC(=O)N/N=C/c2ccc(O)c(OC)c2)sc(C(C)=O)c1C
i	i	-0.58	COc1ccc(C(=O)n2cnc(N)n2)cc1
i	i	-1.75	CC(=O)Nc1ccc(NC(=O)CSc2ncc(C(=O)Nc3ccc(F)cc3)c(=O)n2C)cc1

Full records as entered above. Order of screens: CHT block | KCNQ2 inh | Kir21 inh
Listed for `CC(C)COC(=O)N1CCCC1C(=O)Nc1nccs1` (stereo not given) → i | i | -0.46
Listed for `CC1=CC(C)(C)N2C(=O)C3(C(C#N)=C(N)OC4=C3C(=O)CC(C)(C)C4)c3cc(C)cc1c32` (stereo not given) → i | i | -0.2
Listed for `CCN(CC(=O)Nc1c(F)cccc1F)C(=O)c1cccnc1SC` → i | i | -0.13
Listed for `COc1ccc(C(=O)COC(=O)CN2C(=O)C3C4CCC(C4)C3C2=O)cc1` (stereo not given) → i | i | 0.93

New compounds follow.
CHT block	KCNQ2 inh	Kir21 inh	Structure
i	i	0.27	C/C(=N\Nc1ccc(Cl)c(C(=O)O)c1)c1ccc(Br)s1
i	i	1.59	COCCN(C(=O)CSc1ncccn1)c1c(N)n(Cc2ccccc2)c(=O)[nH]c1=O
i	i	0.86	C[C@@H](NC(=O)[C@@H]1Cc2ccccc2CN1C(=O)OC(C)(C)C)C(=O)NC1CCCCC1
i	i	-0.4	COc1cc(/C=N/NC(=O)c2cnccn2)ccc1O
i	i	-0.3	N#Cc1ccc2ccn(CC(=O)NC3CCCCC3)c2c1
i	i	-0.87	Cc1nc2ccccn2c1C(=O)CSc1ccc(Cl)cc1Cl
i	i	0	COc1ccc(S(=O)(=O)Nc2ccc3ccccc3c2)cc1C
i	i	0.27	CC(=O)N1N=C(c2ccccc2)OC1(C)CC(=O)Nc1ccccc1 (stereo not given)
i	i	1.83	N#CC(C(=O)O)=C1CCCC1
i	i	0.35	Cc1c(NC(=O)/C=C/c2cccs2)c(=O)n(-c2ccccc2)n1C
i	i	-0.51	CCNC(=O)n1cc(-n2cncn2)c(-c2ccccc2)n1
i	-12.7*	0.27	CC(c1cccs1)N(Cc1ccco1)C(=O)Nc1ccc(Cl)c(Cl)c1 (stereo not given)
i	i	-1.05	COC1Cc2ccccc2N(C(N)=O)c2ccccc21 (stereo not given)
i	i	1.89	COc1ccc(CN(C)Cc2c(O)ccc3cc(Br)ccc23)cc1OC
i	i	-0.15	CC(=O)N1N=C(N)SC1c1cccc([N+](=O)[O-])c1 (stereo not given)
i	i	0.21	C(=C\c1ccccc1)/C=N/Nc1nc2ccccc2[nH]1
i	i	-0.09	Cc1cccc(C(=O)NC(=S)Nc2ccc(N3CCOCC3)cc2)c1
i	i	0.38	COc1ccc(NC(=O)c2cnc3sccn3c2=O)cc1
i	i	-0.63	COCCOC(=O)c1c(NC(=O)CNc2ccc(C)c(F)c2)sc(C(N)=O)c1C
i	i	0.6	Cc1cc(C(=O)NN)c2cc(Br)ccc2n1
i	i	0	Clc1ccc(Cn2ncc3c(NCc4ccccc4)ncnc32)c(Cl)c1
i	i	-0.19	Cc1nnc(N2CCCC(C(=O)NCc3ccc(OC(C)C)cc3)C2)c2nn(-c3ccccc3)c(C)c12 (stereo not given)
i	i	-0.54	COc1ccc(/C(C)=N/OCC(=O)N=Nc2c(O)[nH]c3ccccc23)cc1
i	i	-0.1	COc1ccc(CNC(=O)Cc2ccc(OC)c(S(=O)(=O)N3CCOCC3)c2)cc1
i	i	-1.33	CN(C)S(=O)(=O)c1ccc(/C(O)=C2/C(=O)C(=O)N(Cc3cccnc3)C2c2cccs2)cc1 (stereo not given)
i	i	-1.33	CC(CNC(=O)C(C)C)NC(=O)C(C)C (stereo not given)
i	i	2.15	COCCOC(=O)C1=C(C)NC(=O)NC1/C=C/c1ccccc1 (stereo not given)
i	i	0.04	CC(C)CCN1C(=O)c2ccc(C(=O)NCc3ccco3)cc2C1=O
i	i	-0.57	O=C(O)c1n[nH]c2c1CCCC2
i	i	0.16	O=C(O)CN=C(NS(=O)(=O)c1ccc(Cl)cc1)c1ccccc1
i	i	1.7	COc1cc(/C=C/C(=O)N2CCN(C(=O)/C=C/c3cc(OC)c(OC)c(OC)c3)CC2)cc(OC)c1OC
i	i	-1.18	O=C(OCc1cccnc1)C1=Cc2ccccc2OC1
i	i	0.15	CCCC(=O)NNC(=O)CC(=O)Nc1ccccc1C(=O)O
i	i	-0.38	C/C(=N/NC(=O)c1ccoc1C)c1ccc(NC(=O)C2CCCC2)cc1
i	i	2.22	Cc1ccc(NC(=O)c2ccccc2Cl)c(Cl)c1
i	i	0.07	CCCc1ccc2oc(C(=O)N3CCN(C4CCS(=O)(=O)C4)CC3)c(C)c2c1 (stereo not given)
i	i	1.56	Clc1ccc(Cn2ncc3c(NCc4ccco4)ncnc32)c(Cl)c1
i	i	-7.27*	CN(C)CCCOC(=O)c1sc2ccccc2c1Cl
i	i	0.04	CCOc1ccccc1CNC(=O)Cn1nc(C)c2c(C)n(-c3ccc(C)cc3)nc2c1=O
i	i	-0.9	CCN(CC)S(=O)(=O)c1cccc2cccnc12
i	i	-0.93	COc1cc(C)ccc1OCc1cc(C(=O)N(Cc2c(C)nn(C)c2C)C2CC2)no1
i	i	0.09	COc1cccc(/C=N/NC(=O)c2cccc3ccccc23)c1
i	i	2.01	Cc1nc(-c2ccc(NC(=O)C3CC3)cc2)cs1
i	i	-0.48	CC(=O)Nc1ccc(NC2(C)C(=O)c3ccccc3C2=O)cc1
i	i	0.15	CCC(C)Sc1nc2c(cnn2-c2ccc(C)c(C)c2)c(=O)[nH]1 (stereo not given)
i	i	-0.13	Cc1cccc(NC(=O)CSc2cccc3cccnc23)c1C
i	i	-1.5	O=C(c1ccco1)N1CCN(C(=S)Nc2ccc(F)c(Cl)c2)CC1
i	i	-0.04	Cc1ccc(C2=NOC(c3nnc(-c4ccccc4)o3)C2)cc1 (stereo not given)
i	i	0.03	O=C(Oc1ccc(Br)cc1C(=S)N1CCOCC1)c1ccc([N+](=O)[O-])cc1[N+](=O)[O-]
i	i	0.49	O=C(OCCN1CCOCC1)c1cccs1
i	i	0.29	COCCCNC(=O)c1c[nH]c2ccc(S(=O)(=O)N3CCC(C)CC3)cc2c1=O
i	i	-0.93	O=C(O)c1ccccc1-n1cccc1C(=O)O
i	i	-1.48	Cc1ccc(CNC(=O)c2ccc(N(C)S(=O)(=O)c3ccccc3)cc2)cc1
i	i	-1.16	CCn1c(=NC(=O)CSC(C)=O)sc2cc(F)ccc21
i	i	1.41	O=C(CN1C(=O)C2CCCCC2C1=O)OCC(=O)c1ccc(Cl)s1 (stereo not given)
i	i	0.08	COc1ccc(CCN(C)C2CCCN(S(=O)(=O)c3ccc(C)cc3)C2)cc1OC (stereo not given)
i	i	0.12	COc1ccc(Nc2nc(N3CCCCC3)nc(N3CCCCC3)n2)c(OC)c1
i	i	-0.01	O=C(NC1CCCCCC1)C(=S)N1CCOCC1
i	i	-0.98	c1ccc(CNC2=NCCCCC2)cc1
i	i	0.52	Cc1cc(C)nc(Nc2n[nH]c(-c3ccccc3Br)n2)n1

Grouped by structure: the compounds so far with a cyano group (3)
CHT block	KCNQ2 inh	Kir21 inh	Structure
i	i	-0.2	CC1=CC(C)(C)N2C(=O)C3(C(C#N)=C(N)OC4=C3C(=O)CC(C)(C)C4)c3cc(C)cc1c32 (stereo not given)
i	i	-0.3	N#Cc1ccc2ccn(CC(=O)NC3CCCCC3)c2c1
i	i	1.83	N#CC(C(=O)O)=C1CCCC1

(list continues)
CHT block	KCNQ2 inh	Kir21 inh	Structure
-7.34*	i	-1.25	CCOC(=O)N1CCC(NC(=O)CSCc2cnn(-c3ccccc3)c2-n2cccc2)CC1
i	i	-1.06	CCOc1ccccc1C(=O)Nc1ccc(NC(=O)c2ccccc2)cc1
i	i	0.39	COc1ccc(N2CCN(C(=O)Cc3ccc(-n4c(=O)[nH]c5ccccc5c4=O)cc3)CC2)cc1
i	i	-0.85	O=C(Cn1c(CN2CCCCC2)nc2ccccc2c1=O)NC1CCCCC1
i	i	1.61	COc1cccc2[nH]c3c(=O)n(CCN(C)C)cnc3c12
-11.5*	i	-1.24	CCCN(CC(=O)Nc1ccc(F)c(F)c1F)C(=O)Cn1c(=O)cnc2ccccc21
i	i	0.06	CCCN1CNC(=S)N(c2ccc(C)cc2C)C1
i	i	-0.34	Cc1cc(NC(=O)CSC2=NCCS2)no1
i	i	0.65	COc1ccc(C)c2sc(NC(=O)c3cccc(N4C(=O)CCC4=O)c3)nc12
i	i	0.46	COCCCNC(=O)c1ccc(NC(C)=O)cc1
i	i	-0.05	O=C(Nc1cccnc1)c1scc2c1OCCO2
i	i	0.35	CCOc1ccc(N2CC(C(=O)Nc3ccc(S(=O)(=O)NCC4CCCO4)cc3)CC2=O)cc1 (stereo not given)
i	i	-0.03	COc1cc(OC)cc(C(=O)NCC(=O)OCC(=O)c2cc(C)n(Cc3ccco3)c2C)c1
i	i	-1.09	CCOCCCNC(=O)c1ccc2c(=O)n(CCCOCC)c(=S)[nH]c2c1
i	i	-1.2	O=C(CSCc1c(Cl)cccc1Cl)Nc1ccc2c(c1)OCCO2
i	i	0.47	CCC1(CC)Cc2ccccc2C(=O)N1

Sorted by number of heavy atoms (smallest number first): part of the list above.
CHT block	KCNQ2 inh	Kir21 inh	Structure
i	i	-0.34	Cc1cc(NC(=O)CSC2=NCCS2)no1
i	i	-0.05	O=C(Nc1cccnc1)c1scc2c1OCCO2
i	i	1.61	COc1cccc2[nH]c3c(=O)n(CCN(C)C)cnc3c12
i	i	0.35	CCOc1ccc(N2CC(C(=O)Nc3ccc(S(=O)(=O)NCC4CCCO4)cc3)CC2=O)cc1 (stereo not given)
